Screening results deposited in PubChem BioAssay by National Center for Advancing Translational Sciences (NCATS).
TDP1 block: TDP1 (human) enzyme inhibition; recombinant TDP1, AlphaScreen DNA substrate cleavage; Potency, µM (top dose mostly 130 µM), inactives show at the top dose activity change, negative = inhibition, actives largely listed as inhibitors; 0.28% of 350,000 active; AID 485290; also: nearly all actives have a fitted effect of over 40% in size
Target sequence (Q9NUW8 whole entry, looked up): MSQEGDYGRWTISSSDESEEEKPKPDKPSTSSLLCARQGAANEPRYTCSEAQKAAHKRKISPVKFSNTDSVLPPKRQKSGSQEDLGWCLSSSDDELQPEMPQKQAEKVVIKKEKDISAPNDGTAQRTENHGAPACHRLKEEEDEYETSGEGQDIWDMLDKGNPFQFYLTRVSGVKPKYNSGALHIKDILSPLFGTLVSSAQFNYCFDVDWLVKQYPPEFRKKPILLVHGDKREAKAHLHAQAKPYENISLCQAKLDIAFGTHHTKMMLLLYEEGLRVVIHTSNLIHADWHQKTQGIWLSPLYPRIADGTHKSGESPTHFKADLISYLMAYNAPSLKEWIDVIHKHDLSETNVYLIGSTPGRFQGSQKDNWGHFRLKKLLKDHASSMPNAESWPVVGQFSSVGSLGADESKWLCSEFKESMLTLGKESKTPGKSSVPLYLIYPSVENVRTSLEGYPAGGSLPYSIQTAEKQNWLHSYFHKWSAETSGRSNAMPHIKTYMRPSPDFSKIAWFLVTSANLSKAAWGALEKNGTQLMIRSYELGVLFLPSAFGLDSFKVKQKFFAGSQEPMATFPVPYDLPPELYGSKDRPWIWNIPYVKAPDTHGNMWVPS
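Recombinant human Tdp1 (E. coli-expressed, 1 nM final) preincubated with compounds 15 min at room temperature, then 5'-biotin/3'-phosphotyrosine-FITC DNA substrate (15 nM final) added for 5 min. AlphaScreen beads (10 ug/ml final) added 10 min; cleavage lowers signal.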
N370S GC: inhibits or activates N370S mutant glucocerebrosidase. N370S GC spleen homogenate, 4MU-glucoside fluorescence. Potency, µM (doses to about 59.4 µM), without a hit: at the top dose activity change, negative = inhibition, usual class: inhibitors. 0.092% of 330,000 active;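 also: 0% = full enzyme activity and -100% = no enzyme basal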
FEN1 inhibitor: blocks human flap endonuclease 1; Recombinant FEN1 flap cleavage, fluorescence, 15 min; 0.35% of 390,000 active; Potency, µM (highest dose often 114 µM), for inactives: at the highest dose activity change, negative = inhibition, most hits filed as inhibitors; also: nearly all actives have a fitted effect of over 65% in size
Target sequence (P39748 whole entry, looked up): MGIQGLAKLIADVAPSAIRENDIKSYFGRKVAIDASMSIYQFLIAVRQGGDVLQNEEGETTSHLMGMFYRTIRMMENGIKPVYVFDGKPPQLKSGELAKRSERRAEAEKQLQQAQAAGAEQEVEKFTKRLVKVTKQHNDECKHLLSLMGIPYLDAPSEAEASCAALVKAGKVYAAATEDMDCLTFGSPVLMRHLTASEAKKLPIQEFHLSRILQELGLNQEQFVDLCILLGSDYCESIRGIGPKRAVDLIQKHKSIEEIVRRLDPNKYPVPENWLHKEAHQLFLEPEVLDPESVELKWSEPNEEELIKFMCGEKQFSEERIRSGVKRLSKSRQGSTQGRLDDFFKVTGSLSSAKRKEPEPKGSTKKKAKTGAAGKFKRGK
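Enzyme 10 nM, 15 min RT preincubation with compound; start with substrate 50 nM final; reads at 0 and 15 min; qHTS titration, four-parameter Hill fit.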
* hit, by the source's call; ? = inconclusive; / = no result given; & = joins results of further samples; [ ] = dose if it differs, or a comment. Calls follow the shape of the dose curve; as a rule, active = well fitted curve in the direction sought with a large enough effect; inconclusive = small, poorly fitted or top-dose-only effect, or another doubt; inactive = no such curve, though single readings can be large; an effect the other way counts as inactive or inconclusive. Unless noted, % is scaled to controls: 0 for no effect and ±100 for the full control effect; potency is read from the fitted curve at half-maximal effect.

# | FEN1 inhibitor | mol | N370S GC | TDP1 block
1 | 5% | COc1ccc(C(=O)NNC(=O)C(=O)NC2CCCCC2)cc1 | 2% | /
2 | 3% | C[C@@H]1CN([C@@H](C)CO)C(=O)c2cc(NS(C)(=O)=O)ccc2O[C@@H]1CN(C)S(=O)(=O)c1ccccc1 | / | -6%
3 | 2% | CCN(CC)S(=O)(=O)c1ccc(C(=O)NC(C)(C)C)cc1 | -3% | 3%
4 | 3% | CCCN1CNc2c(c(=O)[nH]c(=S)n2CCc2ccc(Cl)cc2)C1 | / | 0%
5 | 4% | Cc1ccc(CNC(=O)c2cc(Sc3ccc(F)cc3F)nc3ccccc23)cc1 | / | 5%
6 | 0%&-6% | Cc1ccc(C)c(NC(=O)CN(C)S(=O)(=O)c2cccc3cccnc23)c1 | 4% | 2%
7 | -3% | Cc1ccc(NC(=O)CSc2nnc(Cn3cnc4ccccc43)o2)c(C)c1 | 8% | -3%
8 | 0% | CCOc1ccc(NC(=O)c2nn(C)c(C(=O)Nc3ccc(OCC)cc3)c2[N+](=O)[O-])cc1 | -4% | /
9 | 0% | O=[N+]([O-])c1cccc(-c2csc(CS(=O)(=O)Cc3ccco3)n2)c1 | -9% | 9%
10 | -13% | Cc1noc(C)c1C(=O)NCCc1ccc(S(N)(=O)=O)cc1 | -14% | 0%
11 | -1% | COCc1cc(C)nc(NC2CCCCC2)c1C#N | 25% | 4%
12 | -21% | CCOc1ccc(NC(=O)CC2C(=O)N(c3ccc(C)cc3)C(=O)N2Cc2ccc(OC)cc2)cc1 (stereo not given) | / | -4%
13 | -10% | CC1(C)CC(=O)CC(=Nc2ccc(C(=O)O)cc2)C1 | 3% | -1%
14 | -2% | COc1cccc2cc(C(=O)Nc3ccccc3C)/c(=N/NS(=O)(=O)c3ccccc3)oc12 | 0% | 5%
15 | 10% | NS(=O)(=O)c1ccc(NC(=O)COC(=O)c2cn(-c3ccccc3)nc2-c2ccccc2)cc1 | -13% | 2%
16 | -5% | C=CC[C@H](CC(=O)N(CCO)Cc1ccccc1)C(=O)NCCOC(=O)[C@@H](CC=C)Cc1ccc(F)cc1 | / | 1%
17 | -8% | O=S(=O)(c1cc(F)ccc1F)N1CCN2CCCC2C1 (stereo not given) | -18% | /
18 | -3% | COc1ccccc1NC(=O)NCCCN1CCN(c2ccc(F)cc2)CC1 | / | 2%
19 | 2% | COc1ccc(N2CC3=C(C2=O)C(c2ccc(Br)cc2)NC(=O)N3C)cc1 (stereo not given) | / | 7%
20 | -11% | CCc1nnc(NC(=O)c2cc(S(=O)(=O)N3CCCCC3)ccc2C)s1 | / | 0%
21 | -14% | COCC(=O)Nc1cc(C)c2c(=O)oc3ccccc3c2n1 | -7% | /
22 | / | O=C(O)c1cc2cc(Cc3cccnc3)ccc2o1 | 1%&-1% | -3%[56.1 µM]
23 | -3% | Cc1ccnc(NC(=O)CCC(=O)N(CC(=O)NCCc2ccccc2)Cc2cccs2)c1 | 26% | -1%
24 | 15% | Cc1ccc(S(=O)(=O)Cc2ccc(C(=O)N3CCN(c4ccccn4)CC3)o2)cc1 | 1% | 0%
25 | 6% | Cc1ccc(-n2ccnc(NCc3ccccc3)c2=O)cc1C | / | 5%
26 | -11% | COC(=O)c1ccc(COc2ccc(Cl)cc2)o1 | -7% | /
27 | -21% | Cc1ccc2[nH]c(=O)c(CN(Cc3ccco3)Cc3nnnn3Cc3ccccc3)cc2c1 | / | 4%
28 | -3% | O=C(C[n+]1cccc(CNC(=O)c2ccc(OC(F)F)cc2)c1)Nc1cc(C(F)(F)F)ccc1Cl | ? | 5%
29 | 18% | COc1ccc(CN2C(=NC(=O)c3ccccc3)SC3CS(=O)(=O)CC32)cc1 (stereo not given) | -16% | -4%
30 | -2% | CCOC(=O)c1cc(-c2csc(COc3ccc(Cl)cc3)n2)on1 | -1% | -5%
31 | 3% | Cc1ccc(-c2csc(NC(=O)c3c(C)noc3C)n2)cc1 | / | 1%[56.1 µM]
32 | 15% | Cc1ccc(NC(=O)Cn2nnc(C(=O)Nc3ccc(F)c(Cl)c3)c2N)cc1 | -8% | -1%
33 | ? | OC[C@H](S)CS | / | 13µM*
34 | 3% | O=C(COC(=O)c1cccc(N2C(=O)C3CC=CCC3C2=O)c1)c1ccccc1 (stereo not given) | -1% | 3%
35 | 1% | COc1ccc(/C=C/c2nnc(NC(=O)COc3ccc(C)cc3)s2)cc1 | 12% | -3%
36 | 1% | COc1ccc(N2CCN(C(=O)COC(=O)CNC(=O)c3ccccc3)CC2)cc1 | -2% | 3%
37 | 15% | O=c1c2oc3ccccc3c2n(Cc2ccccc2Cl)c(=O)n1Cc1ccc2c(c1)OCO2 | / | 0%
38 | -5% | O=C(O)/C(=C\c1ccccc1Cl)c1ccc(S(=O)(=O)N2CCCCC2)s1 | 9% | -3%
39 | 6% | Cc1ccc(C(c2nnnn2C2CCCC2)N2c3ccccc3CC2C)cc1 (stereo not given) | 8% | 0%
40 | 0% | CCOC(=O)N1CCN(C(=O)c2cccc(N3C(=O)NC4CC3(C)Oc3ccccc34)c2)CC1 (stereo not given) | 0% | 1%
41 | -8% | CC(Nc1cc(N2CCN(S(=O)(=O)N(C)C)CC2)ccc1[N+](=O)[O-])c1ccccc1 (stereo not given) | 5% | 2%
42 | -6% | CCOc1cc(C)c(C(C)C)cc1S(=O)(=O)N1CC(C)OC(C)C1 (stereo not given) | -4% | -3%
43 | 21% | CC(=O)N1c2ccccc2CCc2ccc([N+](=O)[O-])cc21 | 9% | 2%
44 | ? | CCc1c(C)nc2cc(-c3ccc(OC)c(OC)c3)nn2c1N1CCCC1 | 1% | 6%
45 | 20% | CNCCCNC(=O)c1ccc(/C=N/O)nc1 | -4% | 3%
46 | -7% | COc1ccc(CCNC(=O)c2ccc(-c3cccc([N+](=O)[O-])c3)o2)cc1OC | 26% | 0%
47 | -17% | COC(=O)c1scc(-c2ccc(C)cc2)c1S(=O)(=O)N1CCN(c2ccc(C)cc2C)CC1 | / | 10%
48 | 4% | O=C(CSc1nc2[nH]ncc2c(=O)n1-c1ccccc1)c1ccc2c(c1)OCCO2 | 10% | 6%
49 | -1% | CC(C)N=C1NN=C(c2ccc(Cl)c(Cl)c2)CS1 | 8% | 5%
50 | / | Cc1cccc(C(=O)N2CCC(=O)N([C@H](COCc3ccccc3)Cc3ccccc3)CC2)c1 | 0% | 7%
51 | -18% | CCc1ccc(N2C(=O)CSC23C(=O)N(Cc2ccc(C)cc2)c2ccccc23)cc1 (stereo not given) | / | 6%
52 | 3% | Cc1ccc(S(=O)(=O)NC(=NCc2ccccc2)c2ccc(F)cc2)cc1 | -7% | 1%
53 | -2% | O=C1CS/C(=N/N=C2CCCC2)N1 | -9% | 4%
54 | -11% | Cc1ccc(S(=O)(=O)NNC(=O)C2COc3ccccc3O2)cc1C (stereo not given) | 3% | 1%
55 | -4% | Cc1ccc(N=C2NC(=O)C(CO)(CO)S2)cc1 | 2% | /
56 | -27% | O=C(Nc1ccc(C(=O)Oc2ccccc2)c(O)c1)c1ccco1 | -2% | 11%
57 | 8% | COCCn1c(SCC(=O)N2CCCC2)nc2c([nH]c3ccccc32)c1=O | 13% | 1%
58 | -8% | Cc1cccc2c1cnn2C(=O)CCC(=O)NC1CCCCC1 | 0% | /
59 | -1% | CCc1nnc(NC(=O)c2sc3nc4c(cc3c2N)CCCCCC4)s1 | -15% | 50µM*
60 | -24% | CCCOc1ccc(CNC(=O)c2ccc(-n3c(C)cc4c3CCC(C)C4)cc2)cc1 (stereo not given) | / | 10%

No new results follow: an excerpt of the list.
# | FEN1 inhibitor | mol | N370S GC | TDP1 block
30 | -2% | CCOC(=O)c1cc(-c2csc(COc3ccc(Cl)cc3)n2)on1 | -1% | -5%
31 | 3% | Cc1ccc(-c2csc(NC(=O)c3c(C)noc3C)n2)cc1 | / | 1%[56.1 µM]
32 | 15% | Cc1ccc(NC(=O)Cn2nnc(C(=O)Nc3ccc(F)c(Cl)c3)c2N)cc1 | -8% | -1%
33 | ? | OC[C@H](S)CS | / | 13µM*
34 | 3% | O=C(COC(=O)c1cccc(N2C(=O)C3CC=CCC3C2=O)c1)c1ccccc1 (stereo not given) | -1% | 3%
35 | 1% | COc1ccc(/C=C/c2nnc(NC(=O)COc3ccc(C)cc3)s2)cc1 | 12% | -3%
36 | 1% | COc1ccc(N2CCN(C(=O)COC(=O)CNC(=O)c3ccccc3)CC2)cc1 | -2% | 3%
37 | 15% | O=c1c2oc3ccccc3c2n(Cc2ccccc2Cl)c(=O)n1Cc1ccc2c(c1)OCO2 | / | 0%
38 | -5% | O=C(O)/C(=C\c1ccccc1Cl)c1ccc(S(=O)(=O)N2CCCCC2)s1 | 9% | -3%
39 | 6% | Cc1ccc(C(c2nnnn2C2CCCC2)N2c3ccccc3CC2C)cc1 (stereo not given) | 8% | 0%
40 | 0% | CCOC(=O)N1CCN(C(=O)c2cccc(N3C(=O)NC4CC3(C)Oc3ccccc34)c2)CC1 (stereo not given) | 0% | 1%
41 | -8% | CC(Nc1cc(N2CCN(S(=O)(=O)N(C)C)CC2)ccc1[N+](=O)[O-])c1ccccc1 (stereo not given) | 5% | 2%
42 | -6% | CCOc1cc(C)c(C(C)C)cc1S(=O)(=O)N1CC(C)OC(C)C1 (stereo not given) | -4% | -3%
43 | 21% | CC(=O)N1c2ccccc2CCc2ccc([N+](=O)[O-])cc21 | 9% | 2%
44 | ? | CCc1c(C)nc2cc(-c3ccc(OC)c(OC)c3)nn2c1N1CCCC1 | 1% | 6%
45 | 20% | CNCCCNC(=O)c1ccc(/C=N/O)nc1 | -4% | 3%
46 | -7% | COc1ccc(CCNC(=O)c2ccc(-c3cccc([N+](=O)[O-])c3)o2)cc1OC | 26% | 0%
47 | -17% | COC(=O)c1scc(-c2ccc(C)cc2)c1S(=O)(=O)N1CCN(c2ccc(C)cc2C)CC1 | / | 10%

(next part)
# | FEN1 inhibitor | mol | N370S GC | TDP1 block
61 | 6% | Cc1ccc(CCS(=O)(=O)c2ccc(C(C)(C)C)cc2)cn1 | -2% | /
62 | -1% | O=[N+]([O-])c1ccc(CN2CCN(c3nc4ccccc4s3)CC2)cc1 | -14% | /
63 | 2% | COc1ccccc1NC(=O)c1cc(S(=O)(=O)NCCC2=CCCCC2)ccc1F | / | 5%
64 | 5% | N/C(=N\OC(=O)COc1ccc(Br)cc1)c1cccc([N+](=O)[O-])c1 | 5% | /
65 | 16% | CC(C)C(=O)NC(Nc1cccc([N+](=O)[O-])c1)C(Cl)(Cl)Cl (stereo not given) | -8% | 5%
66 | -12% | Cc1cccc(NC(=S)N(Cc2ccc(Br)cc2)Cc2ccc(C(=O)O)cc2)c1 | 5% | 3%
67 | -27% | CCOCCCn1c(=N)c(C(=O)NCc2ccc3c(c2)OCO3)cc2c(=O)n3cccc(C)c3nc21 | 1% | -6%
68 | -1% | CC(=O)c1cc(CN2CCC(N3CCC(C(=O)N4CCCC4)CC3)CC2)cs1 | 12% | 6%
69 | 14% | CC(=O)Nc1ccc(NCc2cccs2)cc1 | -2% | 2%
70 | -10% | C=CC[C@@H](CC(=O)N(CCO)Cc1ccccc1)C(=O)N[C@@H](COC(=O)[C@@H](CC=C)CC(=O)OC(C)(C)C)Cc1c[nH]c2ccccc12 | / | 4%
71 | 2% | COc1ccc(CCNC(=O)CCN2C(=O)c3cccc4cccc(c34)C2=O)cc1OC | 0% | 5%
72 | -4% | Cc1cc(Cl)cc2sc(NC(=O)c3ccco3)nc12 | 0% | /
73 | -4% | COc1ccccc1CNc1ncc(-c2ccc(F)cc2)n1C | 5% | /
74 | / | Cc1ccc2occ(CN3CCN(Cc4ccccc4)CC3)c(=O)c2c1 | 3% | 3%
75 | 4% | CCOc1ccccc1NC(=O)CN1CCN(C(=O)C2CCCO2)CC1 (stereo not given) | -2% | 0%
76 | / | O=C(O)c1ccc(S(=O)(=O)N[C@H](Cc2ccc(O)cc2)C(=O)O)cc1 | 3% | -7%
77 | 0% | C(=N\n1c2ccccc2c2ccccc21)/c1ccccc1 | -3% | -1%
78 | 11% | O=C(O)/C=C/C(=O)Nc1ccc(C2(c3ccc(NC(=O)/C=C/C(=O)O)cc3)c3ccccc3-c3ccccc32)cc1 | -2% | /
79 | -7% | O=C(Cn1c2[n+](c3ccc(C(F)(F)F)cc31)CCCCC2)Nc1ccccc1 | 4% | 2%

Pulled by structure from above:
# | FEN1 inhibitor | mol | N370S GC | TDP1 block
77 | 0% | C(=N\n1c2ccccc2c2ccccc21)/c1ccccc1 | -3% | -1%
65 | 16% | CC(C)C(=O)NC(Nc1cccc([N+](=O)[O-])c1)C(Cl)(Cl)Cl (stereo not given) | -8% | 5%
